NF-kB neuron act = compounds increasing NF-kB expression in human neuronal cells | AID 1239 | 190,000 tested, 1.6% active | fold change at 12.5 µM | NF-kB reporter expression; active compounds read high; in the data active = fold change above about 3.3
Hsp70 act = switches on Hsp70 transcription. activation, % at 10 µM. 200,000 tested, 0.04% active. AID 1203. HeLa Hsp70 promoter luciferase reporter, luminescence; scaled: vehicle 0, proteasome-inhibitor control 100%;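 active = activation above the mean across all tested compounds plus 3 SD, cutoff set per campaign, cut at about 5.5% in these data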;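 also: 100% = MG132 at 30 µM as the positive control and 0% = DMSO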
STAT1 blocker = STAT1 signaling inhibition; 200,000 tested, 0.35% active; inhibition, % at 5.5 µM; NIH 3T3 STAT1-luciferase reporter, IFN-gamma, luminescence; AID 920;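 active = inhibition above a set limit, the mean inhibition across all tested compounds plus 3 SD, cut at about 34% in these data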;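 also: 0% = IFN-gamma with DMSO and 100% = IFN-gamma with 300 µM nifuroxazide; values of inactives mirror those of a sister screen read the other way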
STAT3 inh = inhibitors of IL-6 induced STAT3 signaling. U3A cells, IL-6 STAT3-luciferase reporter, luminescence; host cell line lacks STAT1. inhibition, % at 5.5 µM. 190,000 tested, 0.89% active;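 active = inhibition above the mean inhibition across all screened compounds plus 3 SD, cut at about 44% in these data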;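 also: 0% = DMSO only wells and 100% = 100 µM nifuroxazide control wells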
TLR4-MyD88 BLA = inhibitors of human TLR4-MyD88 binding; HeLa CL3-4 TLR4/MyD88 BLA complementation, FRET ratio; inhibition, % at 8.4 µM; 200,000 tested, 0.18% active; in the data active = inhibition above about 25%;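 also: 0% = vehicle and 100% = reference inhibitor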
Target sequence (O00206 whole entry, looked up): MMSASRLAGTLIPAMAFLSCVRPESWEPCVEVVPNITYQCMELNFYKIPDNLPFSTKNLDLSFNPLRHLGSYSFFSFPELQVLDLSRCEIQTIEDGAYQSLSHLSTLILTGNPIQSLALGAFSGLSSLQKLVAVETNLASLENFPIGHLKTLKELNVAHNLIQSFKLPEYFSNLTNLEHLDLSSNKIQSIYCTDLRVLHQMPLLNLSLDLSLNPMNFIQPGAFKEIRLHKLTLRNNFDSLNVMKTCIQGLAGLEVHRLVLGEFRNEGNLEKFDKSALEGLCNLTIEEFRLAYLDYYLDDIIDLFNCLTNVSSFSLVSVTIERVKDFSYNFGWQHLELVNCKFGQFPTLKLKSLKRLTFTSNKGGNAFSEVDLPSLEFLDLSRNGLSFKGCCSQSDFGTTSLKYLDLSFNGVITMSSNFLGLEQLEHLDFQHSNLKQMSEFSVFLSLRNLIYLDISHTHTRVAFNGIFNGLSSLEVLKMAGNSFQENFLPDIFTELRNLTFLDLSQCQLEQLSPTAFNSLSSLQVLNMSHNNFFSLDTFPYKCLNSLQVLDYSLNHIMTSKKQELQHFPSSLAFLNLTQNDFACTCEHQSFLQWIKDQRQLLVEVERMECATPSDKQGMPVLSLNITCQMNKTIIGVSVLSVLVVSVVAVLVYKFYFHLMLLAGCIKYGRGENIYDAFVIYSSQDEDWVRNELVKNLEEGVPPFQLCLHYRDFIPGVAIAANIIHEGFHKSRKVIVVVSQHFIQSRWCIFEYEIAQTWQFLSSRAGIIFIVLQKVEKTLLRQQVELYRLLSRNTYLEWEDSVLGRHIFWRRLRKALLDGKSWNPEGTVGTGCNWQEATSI
Target sequence (Q99836 whole entry, looked up): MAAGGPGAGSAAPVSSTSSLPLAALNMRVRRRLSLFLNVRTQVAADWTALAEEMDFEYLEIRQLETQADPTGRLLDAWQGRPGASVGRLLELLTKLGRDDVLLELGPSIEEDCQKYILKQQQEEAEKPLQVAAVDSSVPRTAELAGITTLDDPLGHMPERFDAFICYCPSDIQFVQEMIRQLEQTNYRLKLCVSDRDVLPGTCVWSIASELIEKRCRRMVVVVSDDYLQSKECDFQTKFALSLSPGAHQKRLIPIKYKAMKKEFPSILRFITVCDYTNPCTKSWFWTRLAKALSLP
APP 5'UTR act = activates APP 5'UTR luciferase reporter; SH-SY5Y APP 5'UTR luciferase reporter, luminescence; zero percent = DMSO vehicle wells; activation, % at 2 µM; 190,000 tested, 1% active;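 active = activation above a set limit, based on mean plus 3 SD of controls, cut at about 140% in these data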; also: values of inactives mirror those of a sister screen read the other way
HMGR II inh = E. faecalis class II HMG-CoA reductase inhibition; 190,000 tested, 0.41% active; inhibition, % at 10 µM; purified E. faecalis HMGR, NADPH absorbance 340 nm kinetic;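 active = inhibition above a set limit, the median over all tested compounds plus 3 SD, cut at about 9.5% in these data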;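 also: enzyme runs in reverse so mevalonate oxidation gives rising NADPH absorbance; 0% = complete reaction with DMSO and 100% = background rate lacking mevalonate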
STAT3 activator = STAT3 signaling activation; U3A cells, IL-6 STAT3-luciferase reporter, luminescence; 100% = signal with IL-6 EC80 alone; activation (% of control), % at 5.6 µM; AID 871; 190,000 tested, 0.91% active;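 active = activation above the screen-wide mean of compound activation plus 3 SD, cut at about 130% in these data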;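 also: 0% = background luminescence of wells with medium and substrate only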
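Test system: STAT3-luciferase reporter U3A cells; Detection: reporter luminescence signal; Times: 1 h compound pre-exposure, 6 h IL-6 stimulation, 37 °C; Benchmarks: IL-6-only high control; Also added: IL-6 stimulus at 33 ng/mL final.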
STAT1 act = activators of IFN-gamma induced STAT1 signaling. activation (% of control), % at 5.5 µM. NIH 3T3 STAT1-luciferase reporter, luminescence; 100% = IFN-gamma alone, no compound. 200,000 tested, 2.6% active;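 active = activation above the screen-wide mean activation plus 3 SD, cut at about 130% in these data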;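 also: raw ratio to IFN-gamma control signal so 100% means no change and 0% no light; values of inactives mirror those of a sister screen read the other way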
Redox H2O2 prof = compounds producing H2O2 with reducing agent – biochemical, NIH compound library profiling, artefact control for MLSCN library redox annotation, primary screen; DTT-dependent redox cycling H2O2, phenol red/HRP absorbance; 100% = 100 µM peroxide control, 0% = buffer; activation, % at 10 µM; 200,000 tested, 0.03% active; AID 878;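 active = activation of at least 50% relative to the plate's high and low controls in the primary single-dose screen; inactive = activation below 50%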;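 also: compound incubated with DTT at 0.8 mM final as the reducing agent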
* marks the source's active call; other numbers are inactive results; . = not tested or not shown.

Compound,NF-kB neuron act,Hsp70 act,STAT1 blocker,STAT3 inh,TLR4-MyD88 BLA,APP 5'UTR act,HMGR II inh,STAT3 activator,STAT1 act,Redox H2O2 prof
COc1ccc(C(=O)Oc2coc(CSc3nnc(NC(=O)c4cccs4)s3)cc2=O)cc1,1,-0.1,1,-6,-8,8,-1,103,99,0.1
CCOC(=O)c1[nH]c2cc(OC)c(OC)cc2c1NC(=O)CN(C)C1CCCCC1,0.41,-0.1,-3,-3,12,14,4,106,102,2.6
CCCCC(=O)NS(=O)(=O)c1ccc(N=NN2CCOCC2)cc1,1.8,-0.3,9,0,-8,-3,-5,99,92,-0.9
CCCCSc1nnc(-c2ccc(C)cc2)o1,3.6*,-0.1,-5,29,-2,115,0,78,104,-0.4
NC(=O)COC(=O)c1ccc(Cl)c(S(=O)(=O)N2CCCCCC2)c1,0.96,0.0,-2,-4,-5,-5,-4,105,100,-0.4
O=C1CCC(=O)N1c1ccc(CSc2nc3ccccc3[nH]2)cc1,1.2,-0.4,-2,2,-19,2,1,101,102,0.7
O=C(CCN1CCN(c2ccccc2F)CC1)Nc1ccccc1F,1.3,-0.1,-6,4,-16,14,1,99,106,0.1
Cc1cccc(OC(=O)CN2C(=O)C3C4CCC(C4)C3C2=O)c1C (configuration not stated),1.1,0.1,5,5,-27,2,1,100,96,-3.4
N#Cc1cccc(NC(=S)Nc2ccccc2)c1,1.1,-0.2,-1,-1,-19,16,4,99,101,-0.1
O=C(NCC1CCCO1)C(=O)NCC(c1ccco1)N1CCN(c2ccccc2F)CC1 (configuration not stated),1,-0.7,4,3,-6,-6,3,96,96,0.1
Cc1nc2cccc(C(=O)NC3CCCCC3)c2o1,0.97,-0.5,2,0,-6,-14,1,104,98,1.8
O=C(c1cn(-c2ccccc2)nc1-c1cc2ccccc2oc1=O)N1CCOCC1,0.81,0.1,3,12,-15,6,1,99,96,-0.5
O=C(CCS(=O)(=O)Cc1ccccc1)NCC1CCCO1 (configuration not stated),1.2,0.3,4,10,-1,10,-11,94,96,-0.3
CSc1cc(C)[nH]c(=O)n1,1.1,-0.2,-9,7,3,6,-2,99,106,-0.8
O=c1c2c(nc3cc(-c4ccccc4Cl)[nH]n13)CCS2,2.1,-0.2,-12,9,9,120,-2,96,111,-1.6
CCNC(=O)CC1C(=O)N(c2ccc(C)cc2)C(=O)N1CCc1sccc1C (configuration not stated),1.1,-0.5,-1,7,-13,5,0,99,99,-0.8
COc1ccc(-n2nnnc2SCC(=O)c2cc3ccccc3o2)cc1,1.4,0.0,1,18,9,2,1,92,99,2.5
O=C1c2ccccc2C(=O)c2c1cccc2N1CCN(CCO)CC1,1.2,-0.1,-4,20,-13,-4,-3,88,104,-1.5
Cc1cccc(NC(=O)Cc2noc3ccccc23)c1C,1.1,-0.2,-5,7,10,27,-3,96,104,-0.4
CC(C)=C1C2CCC1C1C(=O)N(c3nc(-c4ccccc4)c(C)s3)C(=O)C21 (configuration not stated),1.1,-0.3,0,-1,-1,1,-5,98,100,-0.4
CCOc1cc(CNC2CCCC2)ccc1OCc1ccccc1Cl,1.1,-0.4,12,1,7,-26,-8,101,87,-0.4
Nc1c(O)ccc2c1C(=O)c1ccccc1C2=O,1.1,-0.2,2,3,4,11,-7,97,98,9.2
O=C(CONS(=O)(=O)c1ccc(Cl)cc1)NCCNc1ncc(C(F)(F)F)cc1Cl,0.83,0.1,3,4,-2,6,0,103,97,-1.1
Cc1ccc(-c2noc(CCC(=O)Nc3cccc(C#N)c3)n2)cc1,0.99,0.1,-2,4,1,27,0,98,102,0.5
C#Cc1ccc([C@H]2C=C(C(=O)O)O[C@@H](OCc3ccc(CO)cc3)C2)cc1,1,-0.1,0,.,-6,0,-3,.,101,0.4
CC(=O)Nc1ccc2oc(-c3ccccc3)nc2c1,7.6*,-0.1,-55,27,-12,126,-1,79,150*,-0.5
O=C(NCc1cccnc1)c1cnc2n(c1=O)CCS2,1.1,-0.3,-7,-8,5,6,-3,107,107,0.0
COC(=O)c1ccc(N=Cc2c(C(F)(F)F)[nH][nH]c2=O)cc1,1,-0.1,0,2,1,4,1,104,99,-2.1
O=C1CC(c2ccc(Cl)c([N+](=O)[O-])c2)c2ccc3ccccc3c2N1 (configuration not stated),1.1,-0.2,5,-15,-6,-4,0,110,96,2.1
COc1cccc(N=Nc2c(N)[nH][nH]c2=O)c1,1.5,-0.3,-16,16,-7,44,-1,89,114,-0.1
O=C(O)c1ccccc1-c1ccccc1C(=O)Nc1cccc(-c2nc3ccccc3o2)c1,1.4,-0.2,-5,0,-12,5,-2,102,103,-1.2
CC(=O)c1ccc(NC(=S)NCC(c2ccco2)N2CCCC2)cc1 (configuration not stated),0.92,-0.1,-5,16,8,6,-2,90,103,-1.6
O=C(c1cccc2ccccc12)N1CCN(CC2CC=CCC2)CC1 (configuration not stated),1,0.0,-3,10,-5,10,0,95,102,-4.7
CCn1c(/C=C/c2cccc([N+](=O)[O-])c2)nc2ccccc2c1=O,0.7,-0.5,-4,15,11,8,-6,94,103,-0.9
COc1cc2[nH]c(=O)n(CCC(=O)N3CCC(N4CCCCC4)CC3)c(=O)c2cc1OC,0.97,-0.3,2,16,0,14,-5,92,98,-5.1
Cn1c(SCC(=O)NC2CCCC2)nnc1-c1ccc(S(=O)(=O)N2CCOCC2)cc1,0.86,0.1,10,10,2,4,-3,100,91,-4.0
O=C1c2ccccc2CC1Sc1nnc(-c2ccncc2)o1 (configuration not stated),1,-0.2,4,-12,-12,9,-3,112,96,-0.3
COc1ccc(NC(=S)c2ccccc2)cc1,2.2,-0.1,-17,5,17,22,-1,99,116,-0.2
COc1ccc(-n2c(N)c(C(=O)NCc3ccco3)c3nc4ccccc4nc32)cc1OC,1,-0.5,-8,5,2,-30,4,99,107,1.1
O=C(CSc1cccc2cccnc12)N/N=C/c1cccnc1,1.7,-0.4,-19,0,22,-36,-3,104,115,-0.1

Quoted from the listing:
For STAT1 blocker, CC(=O)c1ccc(NC(=S)NCC(c2ccco2)N2CCCC2)cc1 (configuration not stated) is entered as -5
For STAT3 inh, O=C(O)c1ccccc1-c1ccccc1C(=O)Nc1cccc(-c2nc3ccccc3o2)c1 is entered as 0

More records:
Compound,NF-kB neuron act,Hsp70 act,STAT1 blocker,STAT3 inh,TLR4-MyD88 BLA,APP 5'UTR act,HMGR II inh,STAT3 activator,STAT1 act,Redox H2O2 prof
CCOC(=O)c1nn(-c2ccc(F)cc2)cc1O,1.4,-0.1,0,1,-15,8,0,107,98,-0.1
COCCn1c(SCc2ccc(OC)c(F)c2)nc2ccccc2c1=O,1.4,-0.4,11,2,9,3,-5,102,89,-2.0
c1ccc(-c2cn3nc(-c4ccccc4)c(-c4ccccc4)nc3n2)cc1,1.2,-0.1,-5,20,52*,10,-1,93,104,0.2
Cc1cc(C)cc(NC(=O)c2ccc([N+](=O)[O-])o2)c1,6.1*,1.3,-67,-8,25,-71,-5,108,162*,-1.8
O=C(Nc1ccccc1C(=O)Nc1ccccn1)c1ccc([N+](=O)[O-])cc1,1.1,-0.2,-2,8,-2,-6,0,99,101,-1.9
CCC(C(=O)Nc1ncc(C)s1)c1ccccc1 (configuration not stated),1,-0.1,1,12,10,28,-1,97,99,0.3
CCCN=CC1=C(O)CC(c2ccccc2)CC1=O (configuration not stated),1.1,-0.1,-5,9,1,-1,-2,94,105,0.8
COc1cc(S(=O)(=O)N(Cc2ccc(C)cc2)Cc2ccco2)ccc1-n1cnnn1,1.5,0.0,3,7,1,3,3,99,97,0.2
O=C(CN1C(=O)CC(c2ccccc2)S(=O)(=O)c2ccccc21)N1CCCC1 (configuration not stated),1,0.1,-2,9,0,3,-2,103,101,-0.2
O=C(NCc1ccco1)c1ccc(Oc2ccccc2)cc1,1.6,-0.3,-29,-11,3,14,0,106,127,0.1
CC1Cn2c(nnc2C23CC4CC(CC(C4)C2)C3)S1 (configuration not stated),1.2,-0.4,-3,-1,-9,12,-2,105,103,-3.2
COc1cc(/C=N/NC(=O)CNC(=O)c2ccco2)ccc1O,1.3,-0.1,3,-5,-5,19,-1,106,96,0.0

In the list so far, seven have an NH in an aromatic ring:
Compound,NF-kB neuron act,Hsp70 act,STAT1 blocker,STAT3 inh,TLR4-MyD88 BLA,APP 5'UTR act,HMGR II inh,STAT3 activator,STAT1 act,Redox H2O2 prof
CCOC(=O)c1[nH]c2cc(OC)c(OC)cc2c1NC(=O)CN(C)C1CCCCC1,0.41,-0.1,-3,-3,12,14,4,106,102,2.6
O=C1CCC(=O)N1c1ccc(CSc2nc3ccccc3[nH]2)cc1,1.2,-0.4,-2,2,-19,2,1,101,102,0.7
CSc1cc(C)[nH]c(=O)n1,1.1,-0.2,-9,7,3,6,-2,99,106,-0.8
O=c1c2c(nc3cc(-c4ccccc4Cl)[nH]n13)CCS2,2.1,-0.2,-12,9,9,120,-2,96,111,-1.6
COC(=O)c1ccc(N=Cc2c(C(F)(F)F)[nH][nH]c2=O)cc1,1,-0.1,0,2,1,4,1,104,99,-2.1
COc1cccc(N=Nc2c(N)[nH][nH]c2=O)c1,1.5,-0.3,-16,16,-7,44,-1,89,114,-0.1
COc1cc2[nH]c(=O)n(CCC(=O)N3CCC(N4CCCCC4)CC3)c(=O)c2cc1OC,0.97,-0.3,2,16,0,14,-5,92,98,-5.1

Screens deposited in PubChem by several laboratories.
